S100A4 MyoIIA: inhibitors of S100A4-myosin IIA peptide binding, primary screen, biochemical, fluorescence polarization, TAMRA-MyoIIA peptide; Protein S100-A4 (Homo sapiens), P26447; AID 652163, 2013; hit rate 0.14% among 360,000; inhibition, % at 10.7 µM;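 active = mean inhibition of at least 70% across replicates, with every replicate also reaching that level; inconclusive = mean inhibition reaches 70% but some replicates fall short; inactive = mean inhibition below 70%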
Target sequence (P26447 whole entry, looked up): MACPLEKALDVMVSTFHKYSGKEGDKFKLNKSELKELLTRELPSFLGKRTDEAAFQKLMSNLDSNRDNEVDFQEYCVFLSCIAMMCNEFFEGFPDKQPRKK
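Test system: S100A4 monomer protein; Medium: HEPES pH 7.2 with CaCl2, KCl, NaCl, DTT, Triton; Probe or stimulus: TAMRA-labelled myosin IIA heavy-chain peptide probe, 5 nM; Doses: one dose per compound; Times: polarization read 5 min after assay mix addition, stable 5–60 min; Benchmarks: neutral control DMSO, positive control TFP.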
Statin myotox sup: suppressors of statin myotoxicity in C2C12 myotubes, primary screen, cell-based, single point, plate reader; rescue of ATP level, % at 7.49 µM; AID 602340, 2012; hit rate 0.78% among 330,000; C2C12 myotubes + simvastatin, ATP luminescence, 48 h; scaled: DMSO 0, geranylgeraniol control 100;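 active = mean ATP rescue above about 67%, or every replicate alone reaching that limit, limit read from the data, passing the limit was not always enough; inconclusive = no clear call, values can overlap the other calls; inactive = mean under the limit and some replicate under it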;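 also: myotubes were challenged with 10 µM simvastatin during compound exposure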
E-sel inducer: E-selectin induction in HUVECs, primary screen, imaging, HUVEC, immunofluorescence imaging, single point; normalized: neutral wells 0, TNF-alpha wells 100; AID 686992, 2013; activation, % at 7.58 µM; P16581; hit rate 0.37% among 260,000;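 active = mean E-selectin-positive cell signal at least 10% of the positive control, reached in at least 60% of replicates, without over 20% cell loss; inconclusive = no rule given, readout overlaps actives, possibly toxicity-flagged; inactive = the rest, including those meeting only one limit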;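 also: in these data hits start at about 27%; measured in HUVEC primary endothelial cells; signal is the percent of cells scored E-selectin positive by PE staining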
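System: HUVEC / Compound: single concentration / Signal: immunofluorescence imaging / Read-out: percent E-selectin-positive cells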
DENV2 CPE rescue: inhibitors of DENV2 cytopathic effect, primary screen, cell-based, plate reader, single concentration | CPE inhibition, % at 9.99 µM | hit rate 1.7% among 350,000 | DENV2-infected cells, cytopathic effect rescue; in the data active = CPE inhibition above about 20%, passing the limit was not always enough; inconclusive = no clear call, values can overlap the other calls; tested in BHK-21 cells;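 also: 0% = median of neutral control wells and 100% = median of positive control wells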
SIRT5 inh: SIRT5 desuccinylase inhibitors, primary screen, biochemical, fluorescence imaging, single point, set 5 | NAD-dependent protein deacylase sirtuin-5, mitochondrial (Homo sapiens), Q9NXA8 | Purified SirT5, succinyl-peptide AMC, trypsin-coupled fluorescence | inhibition, % at 15 µM | hit rate 1.1% among 330,000 | AID 652115, 2013; in the data active = inhibition above about 15%; inconclusive = no clear call, values can overlap the other calls
Target sequence (Q9NXA8 whole entry, looked up): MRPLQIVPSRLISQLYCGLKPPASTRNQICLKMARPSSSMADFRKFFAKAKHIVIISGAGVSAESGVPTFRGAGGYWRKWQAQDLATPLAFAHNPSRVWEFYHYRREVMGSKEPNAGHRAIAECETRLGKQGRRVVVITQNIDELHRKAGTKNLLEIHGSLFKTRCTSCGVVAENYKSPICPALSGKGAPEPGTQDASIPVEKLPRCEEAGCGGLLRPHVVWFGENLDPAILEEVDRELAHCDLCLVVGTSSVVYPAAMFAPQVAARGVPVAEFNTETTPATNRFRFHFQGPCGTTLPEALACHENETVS
PglD DTNB: C. jejuni PglD acetyltransferase inhibitors, primary screen, biochemical, DTNB colorimetric, single point. UDP-N-acetylbacillosamine N-acetyltransferase PglD (Campylobacter jejuni). purified PglD enzyme, DTNB colorimetric CoA detection. inhibition, % at 12.5 µM. hit rate 0.098% among 360,000; in the data active = inhibition above about 16%, passing the limit was not always enough; inconclusive = no clear call, values can overlap the other calls; also: strong numbers were not always called active
ERp5 block: inhibitors of ERp5-driven insulin aggregation, primary screen, biochemical, turbidity, absorbance 650 nm, single point. Protein disulfide-isomerase A6 (Homo sapiens), Q15084. 90 min. inhibition, % at 9.99 µM. hit rate 0.05% among 350,000;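 active = mean replicate inhibition above about 25%, with every replicate also reaching it, limit read from the data, passing the limit was not always enough; inconclusive = only one of those two criteria met; inactive = neither criterion met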
Target sequence (Q15084 whole entry, looked up): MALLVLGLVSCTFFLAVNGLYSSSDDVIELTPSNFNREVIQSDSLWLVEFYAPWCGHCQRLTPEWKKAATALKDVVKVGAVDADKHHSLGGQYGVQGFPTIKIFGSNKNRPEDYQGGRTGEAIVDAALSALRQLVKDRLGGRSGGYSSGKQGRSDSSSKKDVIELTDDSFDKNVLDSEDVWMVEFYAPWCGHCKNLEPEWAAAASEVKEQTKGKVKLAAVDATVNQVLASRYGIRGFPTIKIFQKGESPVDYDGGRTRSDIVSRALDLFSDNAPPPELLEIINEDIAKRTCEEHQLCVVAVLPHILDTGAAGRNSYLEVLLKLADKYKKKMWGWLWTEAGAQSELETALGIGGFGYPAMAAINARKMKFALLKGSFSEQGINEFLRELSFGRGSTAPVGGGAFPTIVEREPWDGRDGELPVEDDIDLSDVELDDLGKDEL
Active calls of the source: *; ? = inconclusive; . = no result given; & = joins results of further samples. Some of the compounds tested; count on the stated rates, not on these rows.

#	canonical_smiles	S100A4 MyoIIA	Statin myotox sup	E-sel inducer	DENV2 CPE rescue	SIRT5 inh	PglD DTNB	ERp5 block
1	CCN1CCN(c2ccc(S(=O)(=O)N3CCOCC3)cc2NC(=O)CC(C)C)CC1	3	3	.	-5	1	-2	-3
2	Cc1ccsc1C(=O)OCC(=O)N1CCc2ccccc2C1	-2	21	-1.2	?	6	0	2
3	Cc1ccc(S(=O)(=O)N(C)C[C@H]2Oc3ccc(NC(=O)NC4CCCCC4)cc3CC(=O)N([C@@H](C)CO)C[C@H]2C)cc1	9	-14	1.6	-4	3	0	-1
4	N#C[C@@H]1[C@@H](c2ccc(C#CC3CCCCC3)cc2)[C@H](CO)N1S(=O)(=O)c1ccccc1	-16	61	-0.5	-19	3	2	0
5	COc1ccc2c3c(n(C)c2c1)[C@@H](CO)N(Cc1ccc(Cl)cc1)CC31CCN(CC2CC2)CC1	-1	.	0.3	3	5	.	-1
6	Cc1ccc(S(=O)(=O)NC(C)c2ccccc2)cc1[N+](=O)[O-] (centres undefined)	4	-4	0.2	-1	2	0	0
7	O=C(Nc1ccnc(=O)[nH]1)c1sc2ccccc2c1Cl	-3	16	.	-3	1	-1	-3
8	CCc1nn(-c2cc(Oc3cccc4ccccc34)nc(-c3ccccc3)n2)c(N)c1C#N	-6	0	.	.	-6	-4	2
9	CC(C)(C)[S@@](=O)N1Cc2cc(C(=O)NCCc3ccncc3)nc(-c3cccc(-c4cccnc4)c3)c2[C@H]1CCO	-17	-10	-0.1	-3	-1	1	4
10	O=S(=O)(N[C@H]1CC[C@H](CCn2cc(C3CC3)nn2)O[C@H]1CO)c1ccc(F)cc1	7	2	-0.5	-7	-1	-1	-1
11	COc1cccc(N2CCN(CC(=O)Nc3ccnn3C3CCCC3)CC2)c1	3	-9	2.3	-6	3	0	-2
12	CCCC(=O)N1CCC1(C)C(=O)NS(=O)(=O)c1ccc(C(C)(C)C)cc1 (centres undefined)	0	9	0.3	-10	3	3	1
13	COCC(=O)Nc1ccc2c(c1)[C@H]1C[C@H](CC(=O)NCc3ccncc3)O[C@@H](CO)[C@H]1O2	-1	1	-0.1	-3	5	3	-34
14	CC(C)(C)[C@H]1C=C(C(=O)N2CCN(Cc3ccccc3)CC2)O[C@@H](OCCCCO)C1	-3	-3	13	0	.	-1	2
15	COc1ncnc2c1ncn2CCCN1CCN(C(=O)C2CC2)CC1	2	3	0.1	4	-2	-1	0
16	Cc1ccc(-c2cc(C(=O)Nc3c(C#N)cnn3C)no2)cc1	-1	5	.	.	-1	6	6
17	CN(C(=O)c1ccncc1)C1CCS(=O)(=O)C1 (centres undefined)	-2	1	.	13	3	-4	-3
18	Cc1ccc(S(=O)(=O)N2CC(C)N(S(C)(=O)=O)C2)cc1 (centres undefined)	5	4	.	-4	-3	0	1
19	CCCCNC(=O)C[C@H]1C[C@@]2(C(=O)OC)C(=C[C@H](C3CCCC3)O[C@@H]2C)N(Cc2ccccc2)C1=O	4	.	0.0	4	.	.	-2
20	C[C@@H]1CN([C@H](C)CO)C(=O)c2cc(NC(=O)Nc3ccc(C(F)(F)F)cc3)ccc2O[C@H]1CN(C)C(=O)Nc1ccc(C(F)(F)F)cc1	-3	-34	1.5	13	0	4	?
21	Cc1ccc(S(=O)(=O)N(C)C[C@H]2OCCCC[C@@H](C)Oc3ccc(NC(=O)c4ccncc4)cc3C(=O)N([C@@H](C)CO)C[C@@H]2C)cc1	-31	.	-0.4	-5	5	-1	7
22	CCCNC(=O)Nc1ccc2c(c1)OC[C@H](C)N(C(=O)C1CCOCC1)C[C@@H](C)[C@H](OC)CN(C)C2=O	-1	13	0.5	13	-1	-5	-4
23	C=CCOc1ccc(C2/C(=C(\O)c3ccc4c(c3)CC(C)O4)C(=O)C(=O)N2CCN2CCOCC2)cc1OCC (centres undefined)	-3	8	-0.3	-1	4	9	3
24	C[C@H](CO)N1C[C@H](C)[C@H](CN(C)C(=O)Nc2cccc3ccccc23)Oc2ncc(Br)cc2C1=O	-20&-1	7	-0.6	-2&10	-1&-3	4	8&4
25	CC(=O)Nc1ccc(Sc2ccccc2C(=O)N2CCCC2)cn1	3	5	.	-5	-3	.	0
26	C(=Cc1cnnc2ccccc12)c1ccccc1	-5	1	-1.1	-2	.	-1	-3
27	O=C(NCC1CCN(C(=O)C(=O)c2cc3ccccc3o2)CC1)c1ccc2c(c1)OCCCO2	2	.	0.1	-5	.	.	1
28	O=C1C=Cc2ccccc2/C1=C/c1[nH]c(=O)[nH]c1O	3	0	?	-4	-5	.	-4
29	CC(C)NC(=O)Nc1ccc2c(c1)C(=O)N([C@H](C)CO)C[C@H](C)[C@@H](CN(C)C(=O)NC(C)C)O2	-3	7&13	0.0&0.2	?	-3	4&1	-5
30	CCOC(=O)C1CCN(C(=O)c2cc3cc4ccc(C)cc4nc3o2)CC1	15	33	.	4	-3	1	-1
31	O=C(NCC[C@@H]1CC[C@@H](NC(=O)C2CC2)[C@@H](CO)O1)Nc1ccc(Cl)cc1	9	-10	0.0	6	5	2	-2
32	NC(=O)C1CCN(C2CC(=O)N(Cc3cccs3)C2=O)CC1 (centres undefined)	-3	11	.	0	-6	2	3
33	Cc1ccc(P(=O)(c2ccc(C)cc2)[C@@H](NC(c2ccccc2)c2ccccc2)c2ccccc2)cc1	13	.	-4.8	-3	-4	.	0
34	CCC(C(=O)NC1CCCCC1)n1c(SCc2cccc(C)c2)nc2ccncc21 (centres undefined)	9	0	0.1	3	-3	2	-9
35	COc1ccc(O)c(/C=N/NS(=O)(=O)c2ccc(C)cc2)c1	-3	23	0.3	1	-5	-4	-1
36	COC(=O)C1=C(C)N(C)C(=NCc2ccc3c(c2)OCO3)NC1c1ccc(F)cc1 (centres undefined)	15	.	-0.2	0	.	.	7
37	COc1ccc(NC(=O)Cn2c(=O)n(CC3CCCO3)c(=O)c3cc(OC)c(OC)cc32)c(OC)c1 (centres undefined)	-8	-4	0.0	-9	-4	10	8
38	CCC(C)NC(=O)c1ccccc1NC(=O)C1COc2ccccc2O1 (centres undefined)	-5	7	.	2	-3	.	2
39	O=C(O)[C@H]1CCCC[C@H]1C(=O)Nc1cc([N+](=O)[O-])ccc1F	3	1	1.0	5	-10	-8	-6
40	CCN(CCC(=O)Nc1cc(OC)cc(OC)c1)Cc1ccccc1	.	-21	?	.	.	-3	.
41	Nc1cccnc1Oc1ccc(F)cc1	-5	2	-0.7	0	-2	.	-2
42	CC1(C)CC(=O)CC2(C1)NCC(c1ccccc1)c1c2[nH]c2ccccc12 (centres undefined)	-2	10	2.2	-10	0	0	1
43	O=C(Cn1cc(C(=O)C(F)(F)F)c2ccccc21)Nc1ccccc1F	-8	31	.	4	0	2	6
44	O=C(NCc1ccccc1Cl)c1ccc2c(=O)n(CC3CCCO3)c(=S)[nH]c2c1 (centres undefined)	-7	-9	0.1	6	2	-1	-5
45	CC(C)CNS(=O)(=O)c1ccc(CCC(=O)N2CCCC2)cc1	-2	.	.	-8	-1	.	5
46	Cc1cc2occ(CC(=O)NC3CCCc4ccccc43)c2cc1C (centres undefined)	-4	.	.	18	-2	.	-3
47	CCC(=O)N1Cc2cc(C(=O)N3CCCCC3)nc(-c3cccc(-c4cccnc4)c3)c2[C@H]1CCO	8	.	0.0	8	.	.	2
48	CC(C)(CC(=O)c1ccccc1)CC(=O)c1ccccc1	-14	.	0.7	-7	0	.	-9
49	O=C(CSc1nnc(CNc2ccc(F)cc2)o1)c1ccccc1	-1	.	.	1	-5	.	-6
50	O=C(C[C@H]1C[C@@H]2c3cc(NS(=O)(=O)c4ccc(F)cc4)ccc3O[C@@H]2[C@@H](CO)O1)NCc1ccc(-c2ccccc2)cc1	11	8	-0.4	-5	17*	2	6

Shown with values under each structure: entries from further up.
Order of results: S100A4 MyoIIA, Statin myotox sup, E-sel inducer, DENV2 CPE rescue, SIRT5 inh, PglD DTNB, ERp5 block
(16) Cc1ccc(-c2cc(C(=O)Nc3c(C#N)cnn3C)no2)cc1
  -1, 5, ., ., -1, 6, 6
(5) COc1ccc2c3c(n(C)c2c1)[C@@H](CO)N(Cc1ccc(Cl)cc1)CC31CCN(CC2CC2)CC1
  -1, ., 0.3, 3, 5, ., -1

Additional records follow:
#	canonical_smiles	S100A4 MyoIIA	Statin myotox sup	E-sel inducer	DENV2 CPE rescue	SIRT5 inh	PglD DTNB	ERp5 block
51	COc1cccc(C(=O)NCCSCc2c(F)cccc2Cl)c1	5	-8	.	-2	-1	-2	12
52	COc1cccc(/C=C/C(=O)OCC(=O)Nc2cccc(S(=O)(=O)N3CCOCC3)c2)c1OC	1	.	.	-6	2	.	0
53	Cc1cc(Br)ccc1OCCn1ccnc1	10	.	.	-5	.	6	6
54	COc1ccc(S(=O)(=O)Nc2cccc3c2O[C@H](CN(C)S(=O)(=O)c2c(C)noc2C)[C@@H](C)CN([C@@H](C)CO)C3=O)cc1	7	.	13	-6	2	.	7
55	O=C(C1CCCCC1)N1CC2(C1)[C@H](c1ccccc1)[C@H](CO)N2Cc1cncnc1	-15	.	-0.1	40*	3	.	-3
56	O=C(O)/C=C/C(=O)NNC(=O)c1ccccc1Br	0	.	.	-1	2	.	3
57	CC(C)NC(=O)N1[C@H](C#N)[C@H](c2ccc(C#CC3CCCCC3)cc2)[C@H]1CO	-1	41	-0.3	-5	1	-2	-1
58	COc1cc(Cl)c(C)cc1NC(=O)CN1CCN(C(=O)c2cccs2)CC1	-10	-4	-1.2	-9	.	5	-2
59	O=C(O)c1cccc(S(=O)(=O)N2CCN(c3ccccn3)CC2)c1	3	-2	.	0	-3	-7	-2
60	OC[C@H]1Nc2ccc(C#Cc3ccc(F)cc3)cc2[C@@H]2[C@H]1CCN2Cc1ccc2c(c1)OCO2	-11	-18	0.1	-34	-1	4	-12
61	COc1ccc(S(=O)(=O)Nc2ccc3c(c2)[C@@H]2C[C@H](CC(=O)N(C)C)O[C@H](CO)[C@@H]2O3)cc1	2	-1	0.1	8	-2	0	-1
62	Cc1ccccc1CN1CCN(CC2CC2)CC1CCO (centres undefined)	-2	-4	.	-1	-2	3	4
63	Cc1noc(C)c1NC(=O)N(C)C[C@@H]1Oc2ccc(NC(=O)NC3CCCCC3)cc2C(=O)N([C@H](C)CO)C[C@H]1C	-5	12	-0.1	12	-1	3	1
64	Cn1c(-c2ccccc2)c(/C=N/NC(=O)c2ccc(O)cc2)c2ccccc21	-4	-1	8.3	-1	1	6	-8
65	COc1ccc2c3c(n(C)c2c1)[C@H](CO)N(C(=O)C1CC1)CC31CCN(C)CC1	4	.	-0.4	-12	3	.	-5
66	C[C@@H]1CN([C@@H](C)CO)C(=O)Cc2cc(NS(=O)(=O)c3ccccc3)ccc2O[C@@H]1CN(C)Cc1ccc(Oc2ccccc2)cc1	0	6	1.4	25*	2	2	2
67	COC(=O)c1ccc(C(=O)OC)c(NC(=S)N2CCC(C(N)=O)CC2)c1	1	-1	0.1	?	-4	1	-1
68	CO[C@H]1CN(C)C(=O)c2ccc(NC(=O)c3cnccn3)cc2OC[C@H](C)N(C(=O)C2CC2)C[C@H]1C	-10	-15	-0.5	-1	5	-1	-3
69	Cc1cc(C=NCCCO)c(C)n1-c1cc(Cl)ccc1Cl	-2	.	4.2	1	.	.	1
70	COc1cccc(NC(=O)C2(C)CCN2C(=O)Cc2ccc(-c3ccccc3)cc2)c1 (centres undefined)	-9	9	0.6	-6	-2	5	0
